Screening data: PubChem BioAssay, National Center for Advancing Translational Sciences (NCATS)
Abeta rescue = compounds reversing amyloid beta toxicity in yeast; yeast expressing A-beta42, growth rescue, OD600, 48 h; response scale: 0% DMSO, 100% iron-clioquinol control; Potency, µM (doses to about 46.1 µM), for inactives: top-dose growth rescue, most hits filed as activators; 410,000 tested, 0.063% active; also: potency is read from the fitted curve at half-maximal effect; nearly all actives have a fitted effect of over 55% in size
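Yeast A-beta toxicity model in growth medium with pinned compounds, 48 h at 30 C; growth read as absorbance at 600 nm. Normalized to FeCl3/clioquinol equimolar mix (positive) and DMSO (negative).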
GLP-1R inv ag = inverse agonists of human GLP-1 receptor. P43220. HEK293 GLP-1R CRE-luciferase, luminescence, 24 h; GLP-1R form is constitutively active. Potency, µM (doses to about 38.3 µM), for the others: at the highest dose activity change, negative = inhibition, hits mostly inhibitors. 410,000 tested, 1.6% active; also: potency is read from the fitted curve at half-maximal effect; % is scaled to controls: 0 for no effect and ±100 for the full control effect; nearly all actives have a fitted effect of over 55% in size
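Assay principle: reduced luminescence from a cAMP-responsive reporter in HEK293 cells co-expressing a constitutively active GLP-1R. Conditions: 24 hr compound incubation, 37 deg C, 5% CO2.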
GLP-1R agonist = activates the human GLP-1 receptor; P43220; HEK293 GLP-1R CRE-luciferase, luminescence, 4-6 h; cells express a hypersensitive GLP-1R form; Potency, µM (top dose mostly 45.6 µM), for the others: at the top dose activation, actives largely listed as activators; 380,000 tested, 0.007% active; AID 624172; also: potency is read from the fitted curve at half-maximal effect; % of control where 0% means no effect
aSyn rescue = inhibitors of alpha-synuclein toxicity in yeast; AID 652106; Yeast expressing alpha-synuclein, growth rescue, BacTiter-Glo, 24 h; Potency, µM (series often up to 46.1 µM), for the others: at the top dose growth rescue (activation), hits mostly activators; 370,000 tested, 0.14% active; also: potency is read from the fitted curve at half-maximal effect; % of control where 0% means no effect; nearly all actives have a fitted effect of over 65% in size
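Screening used galactose-induced yeast with toxic alpha-synuclein levels, exposed to compound for 24 hr at 30 deg C. Cell growth, read with BacTiter-Glo luminescence, gave the measured signal.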
TDP43 rescue = rescues yeast growth from TDP-43 toxicity; TDP-43 expressing yeast growth rescue, BacTiter-Glo, 24 h; Potency, µM (series often up to 46.1 µM), without a hit: top-dose growth rescue (activation), hits mostly activators; 410,000 tested, 1.8% active; also: potency is read from the fitted curve at half-maximal effect; % of control where 0% means no effect; nearly all actives have a fitted effect of over 50% in size
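Cell-based yeast growth screen: TDP-43 expression induced in galactose, inoculum OD600=0.02 after raffinose pregrowth to mid-log. Read-out BacTiter-Glo luminescence at 24 hr, 30 deg C; inhibition of toxicity seen as signal increase.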
pAkt inh = inhibitors of Akt phosphorylation | Neuro2A IGF-stimulated pAkt S473 HTRF, 20 min; hits give low values | activity change, % for hits at 50 µM | 360,000 tested, 0.32% active | AID 651550; in the data active = activity change below about -80%; inconclusive = mostly about -51% to -80%; also: % is scaled to controls: 0 for no effect and ±100 for the full control effect
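Neuro2A cells (4,500/well, DMEM with 0.5% FBS) were treated with compound at a single 50 µM final concentration, stimulated with 6 nM IGF for 20 min at 37 °C, and lysed. Phospho-Akt Ser473 was read by HTRF as 665/615 ratio ×10^4.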
PTHR1 agonist = agonists of human PTHR1 parathyroid hormone receptor | Q03431 | HEK293 GP2 PTHR1 cells, GloSensor cAMP luminescence, 1 h | Potency, µM (titrated, usually from 115 µM), for inactives: top-dose activation, most hits filed as activators | 410,000 tested, 0.075% active | AID 743266; also: potency is read from the fitted curve at half-maximal effect; nearly all actives have a fitted effect of over 55% in size; some results filed as inactive show a strong effect at the top dose; inactives centre near -15; many of its hits are not listed in these tables
Target sequence (Q03431 whole entry, looked up): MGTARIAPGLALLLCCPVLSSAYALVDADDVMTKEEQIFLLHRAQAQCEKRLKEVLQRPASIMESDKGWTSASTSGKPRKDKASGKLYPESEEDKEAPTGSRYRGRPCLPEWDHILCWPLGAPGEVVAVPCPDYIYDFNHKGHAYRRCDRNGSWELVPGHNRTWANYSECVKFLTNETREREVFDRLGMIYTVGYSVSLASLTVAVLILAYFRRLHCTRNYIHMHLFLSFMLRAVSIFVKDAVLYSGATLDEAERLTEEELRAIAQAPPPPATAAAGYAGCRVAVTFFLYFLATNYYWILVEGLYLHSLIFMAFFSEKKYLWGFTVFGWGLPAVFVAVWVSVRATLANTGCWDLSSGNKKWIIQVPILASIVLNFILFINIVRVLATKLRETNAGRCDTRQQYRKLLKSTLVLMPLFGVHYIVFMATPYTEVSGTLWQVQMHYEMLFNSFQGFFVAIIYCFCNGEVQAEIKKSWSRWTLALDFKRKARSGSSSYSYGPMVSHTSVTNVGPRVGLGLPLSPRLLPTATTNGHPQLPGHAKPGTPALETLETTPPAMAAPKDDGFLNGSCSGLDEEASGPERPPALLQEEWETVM
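HEK-293-derived GP2 cells expressing PTHR1 and a GloSensor cAMP reporter, 3,000/well, plated overnight, given luciferin plus IBMX (each 0.5 mM as added) for 1 h at 37 °C, then compound for 1 h at 37 °C. Luminescence was read after 15 min at room temperature.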
FUS suppressor = suppressors of FUS proteinopathy in yeast. AID 1347120. 390,000 tested, 0.24% active. S. cerevisiae FUS-expressing, growth rescue, OD600, 24 h. Potency, µM (series often up to 76.6 µM), without a hit: top-dose growth rescue (activation), hits mostly activators;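 also: potency is read from the fitted curve at half-maximal effect; plate controls were DMSO vehicle for no effect and reference control for full effect; nearly all actives have a fitted effect of over 55% in size; some results filed as inactive show a strong effect at the top dose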
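Read-out: OD at 600 nm after 24hr at 30C, reporting rescue of FUS-induced yeast toxicity. Cells at OD 0.005 in galactose (2%) minimal medium; compounds tested in a dilution series; CP55940 titration from 92uM final as control.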
D3 antag = blocks the human D3 dopamine receptor; D3R cells, DiscoveRx beta-arrestin luminescence, antagonist mode; hits give low values; max response, negative = inhibition, %; 360,000 tested, 2.5% active; AID 652054; in the data active = max response below about -50%; inconclusive = no clear call, values can overlap the other calls; also: % is scaled to controls: 0 for no effect and ±100 for the full control effect; mostly tested at two doses, the higher about 12 µM
Target sequence (P35462 whole entry, looked up): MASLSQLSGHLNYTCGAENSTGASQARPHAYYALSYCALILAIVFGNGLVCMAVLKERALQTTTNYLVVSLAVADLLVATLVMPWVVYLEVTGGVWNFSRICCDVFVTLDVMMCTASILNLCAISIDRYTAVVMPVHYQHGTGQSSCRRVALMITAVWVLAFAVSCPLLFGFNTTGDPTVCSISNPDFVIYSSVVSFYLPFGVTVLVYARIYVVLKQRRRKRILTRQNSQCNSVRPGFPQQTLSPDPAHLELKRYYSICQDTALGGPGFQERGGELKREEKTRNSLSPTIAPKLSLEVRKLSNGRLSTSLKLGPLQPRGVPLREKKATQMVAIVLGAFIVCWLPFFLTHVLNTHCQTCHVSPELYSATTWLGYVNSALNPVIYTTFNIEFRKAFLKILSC
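Cells plated overnight at 1500 cells/well, then exposed to library compounds with dopamine controls for 90 minutes at 37 degrees C. DiscoveRx reagent added for 30–60 minutes at room temperature; luminescence read, quantitative HTS format.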
* = called active by the depositor; i = inactive; ? = inconclusive; / = not tested or not shown; & = joins results of further samples; [ ] = remark or other dose. Unless noted, calls follow the shape of the dose curve; as a rule, active = well fitted curve in the direction sought with a large enough effect; inconclusive = small, poorly fitted or top-dose-only effect, or another doubt; inactive = no such curve, though single readings can be large; an effect the other way counts as inactive or inconclusive. Only part of the results is shown; rates above refer to the full screens.

Value order – GLP-1R inv ag, D3 antag, Abeta rescue, PTHR1 agonist, TDP43 rescue, pAkt inh, aSyn rescue, FUS suppressor, GLP-1R agonist
- Cc1cccc(NC(=O)c2ncn3c2C(=O)NC[C@H]3C)c1
  16%, 1, -4%, -65%[inhibitor], 15%, i, 0%, 5%, -5%
- Nc1c(C(=O)Nc2ccc(Cl)cc2)sc2nc3c(cc12)N1CCC3CC1
  -1%, /, -22%, -33%, 3%, /, 0%, -7%, -6%
- CCC(C)n1c(O)c(C=NCc2cccnc2)c(=O)[nH]c1=S (centres undefined)
  -13%, -11, 13%, -26%, -8%[1.82 µM], i, 0%, -1%, 14%
- CCOC(=O)c1ccccc1OC(=O)NNc1ccccc1
  ?, 3, 6%, i, 4%, i, 7%, -7%, 6%
- Nc1cncc(C(=O)O)c1
  -10%&1%, -6&15, 8%&2%, i, 3%&12%, i, -4%&1%, -7%&-13%, 3%&-1%
- C[C@]12CCC(=O)CC1CCC1C2CC[C@]2(C)C(OC(=O)CCC(=O)O)CCC12 (some centres undefined)
  66%[activator], 0, 9%, -15%, 0%, i, -23%, 25%, 2%
- CCc1ccc(N2C(=O)NC(=O)/C(=C/c3cccn3CCOc3ccc(C(C)CC)cc3)C2=O)cc1 (centres undefined)
  -51%, -11, -13%, -13%, -11%, i, 0%, 3%, -6%
- CC1=NOC2(C)Nc3ncnn3C(c3ccccc3)C12 (centres undefined)
  6%, 2, -5%, i, 18%, i, -5%, -29%, -1%
- CN1OC[C@@H]2CN[C@H](c3ccc(Br)cc3)C[C@@H]21
  -5%, 10, -2%, -24%, 4%, i, 1%, -34%, -4%
- Cc1nc2ccccc2c(=O)n1-c1cccc([N+](=O)[O-])c1
  9%, 18, -2%, -19%, 4%, i, 18%, 20%, -5%
- COc1ccc(-n2c(O)c(C=NCCN(C)C)c(=O)[nH]c2=O)cc1
  9%, -4, -8%, 38%, -9%, i, 0%, 22%, 0%
- CCC(CO)(C(=O)OC1C[N+]2(C)CCC1CC2)c1ccccc1 (centres undefined)
  -2%, 5, -2%, i, -4%, i, -2%, 21%, -1%
- COc1ccc(-n2c(O)c(C(C)=NCCc3c[nH]c4ccccc34)c(=O)[nH]c2=O)cc1
  9%, -3, -8%, -23%, 8%, i, -1%, 0%, 0%
- Cc1nc2ccccc2c(=O)n1-c1cccnc1
  0%, -6, 0%, i, -8%, i, -5%, -23%, -10%
- Cc1ccccc1CN1CCN(c2ccc(Cl)cc2)CC1
  ?, ?, -1%, -8%, -4%, i, -5%, 1%, 5%
- COC(=O)C1=C(c2ccc(-c3ccccc3)c(F)c2)C[C@@H]2CC[C@H]1N2C(=O)N1CCOCC1
  4%, -23, -9%, -45%[inhibitor], 20µM*, i, -6%, ?, 3%
- Cc1[nH]c2ccccc2c1CCNCc1cccnc1
  -7%, -5, 2%, -7%, 3%, i, -3%, -6%, 3%
- CCC(=NC(C)c1ccccc1)c1c(O)[nH]c(=O)[nH]c1=O (centres undefined)
  196%[activator], 1, 5%, i, 10%, i, 0%, 2%, ?
- CC1=C(C(=O)Nc2ccccc2)SCCO1
  9%, 9, -10%, -31%[inhibitor], 1%, i, -6%, -23%, -4%
- C[n+]1c(-c2ccccc2)cc(-c2ccc(O)cc2)cc1-c1ccccc1
  -11%, 9, -9%, i, -11%, i, 4%, 20%, 7%
- O=c1c2ccccc2nc(N2CCCC2)n1-c1ccccc1
  3.2µM*, ?, -6%, -19%, 0%, i, -13%, -28%, 15%
- Cc1oc(-c2ccc(Cl)cc2)nc1CN1C(=O)CN=C(c2ccccc2)c2cc(Cl)ccc21
  11%, /, 10%, i, 26%[9.22 µM], /, /, -11%, /
- COc1ccc(CCC(=O)N2C[C@H]3C[C@@H](C2)c2cccc(=O)n2C3)cc1
  6%, -20, -11%, -4%, 9%, i, -2%, -13%, 11%
- CC(=O)c1cn(Cc2ccccc2F)c2ccccc12
  ?, 4, 15%, -86%[inhibitor], 25%, i, -1%, 17%, -1%
- CCOc1cc(C=C2C(=O)NC(=S)NC2=O)ccc1O
  2%, -13, 18%, i, 11%, i, -6%, -5%, -1%
- c1ccc(CCN2CCC(N3CCN(c4ccccc4)CC3)CC2)cc1
  1%, -24, -2%, 12%[57.5 µM], 0%, /, -7%, 15%, 14%
- CCC(=O)Nc1ccccc1-c1nc2ccccc2n(C(CC)C(=O)Nc2cccc(Cl)c2)c1=O (centres undefined)
  ?, /, 0%, -28%, 8%, /, /, ?, /
- CC1CN(CC(=O)c2ccccc2Cl)CC(C)O1 (centres undefined)
  11%, 0, 2%, i, 9%, i, 7%, -8%, -1%
- C1=C(c2ccccc2)CCNC1
  -27%, -52*, 4%, i, -11%, i, -8%, 0%, 2%
- c1ccc(CNCCc2c[nH]c3ccccc23)cc1
  ?, -26, -5%, i, 3%, i, 2%, -22%, 18%
- COc1ccc(CC2C(=O)N(C)C(=O)N(C)C2=O)c(OC)c1
  16%, ?, -4%, 5%, -7%, i, 1%, 18%, 13%
- CSc1nc(Cl)c(Br)c(N2CC2)n1
  18%, 2, -7%, -9%, -19%, i, 5%, 12%, 12%
- C1CCC2S[C@H]3CCCCC3NC2C1 (some centres undefined)
  10%, 6, 4%, i, -6%, i, 0%, -20%, 1%
- O=C(C1CCCN(c2nnc(-n3cccc3)s2)C1)N1CCC2(CC1)OCCO2 (centres undefined)
  3%, 19, -2%, -16%[57.5 µM], 19%, i, 8%, 8%, -5%
- CC(=O)OC1N=C(c2ccccc2)c2cc(C)ccc2NC1=O (centres undefined)
  14%, -22, -7%, i, -26%, i, -2%, ?, -2%
- COc1ccc(C(c2nnnn2C2CCCCC2)N2CCC3(CC2)C(=O)NCN3c2ccccc2)cc1 (centres undefined)
  ?, 0, -5%, -12%, 18%, i, -6%, 11%, -6%
- COC(=O)C1=C(c2cc3ccccc3o2)C[C@@H]2CC[C@H]1N2C(=O)NCc1ccco1
  ?, -15, 10%, -20%, 27%, i, 2%, 18%, 14%
- CCOC(=O)/C(=N\Nc1ccccc1)N1CC1
  -22%, 15, -1%, -3%, 14%, i, -8%, -16%, 7%
- CCc1ccc(C2=NN(CCC(=O)N3CCC4(CC3)OCCO4)C(=O)CC2)cc1
  8%, -16, -1%, -9%, 0%, i, -2%, 7%, 11%
- CNCCCc1ccccc1
  11%, 0, 2%, i, -9%, i, -4%, -2%, 2%
- COc1ccc(/C=C2/C(=O)NC(=O)N(c3ccccc3)C2=O)cc1CN1C(=O)c2ccccc2C1=O
  6%, 20, -2%, i, 16%, i, 29%, -16%, -1%
- CCOP(=O)(OCC)OCC
  12%, -110*, -2%, i, 26%, i, 6%, -30%, -6%
- COP(=S)(OC)Oc1ccc(Sc2ccc(OP(=S)(OC)OC)cc2)cc1
  -17%, -1, -2%, -29%, 21%, /, -3%, 8%, -4%&-2%
- O=C1NC(=O)N(c2ccc3c(c2)OCO3)C(=O)/C1=C/c1cccs1
  13%, -2, 27%, -39%[inhibitor], -30%[inhibitor], i, 7%, 10%, 2%
- CN1CC(C(=O)c2ccc(Cl)cc2)C(c2ccccc2F)C1 (centres undefined)
  ?, -11, -4%, -10%, 20%, i, 0%, 9%, 1%
- CC1(CCCc2ccc(N(CCCl)CCCl)cc2)NC(=O)NC1=O (centres undefined)
  -14%, -1, 2%, -15%, 25%, i, 1%, -25%, 2%
- CCCC1C(C#N)=C(N)Oc2c1c(=O)oc1ccccc21 (centres undefined)
  12%, 12, 12%, i, -3%, i, 0%, 12%, -5%
- CC(=NCc1ccc2c(c1)OCO2)c1c(O)n(C)c(=O)n(C)c1=O
  20%, 40, 1%, -2%[57.5 µM], -11%, i, 9%, 19%, 11%
- CCOC(=O)C1=C(NC(=S)NC(=O)c2ccccc2)c2ccccc2CC12CCCC2
  ?, 11, 11%, -9%, ?, i, -20%, 37%, 13%
- CCc1ccc(N(CC)C(=O)CCn2cnc3onc(-c4ccc(F)cc4)c3c2=O)cc1
  -24%, /, 9%, -25%, ?, /, /, 32%, /
- COC(=O)C1=C(c2ccc(Cl)c(C(F)(F)F)c2)C[C@@H]2CC[C@H]1N2C
  ?, -24, -10%, -19%, -7%, i, -1%, -5%, 9%
- N#CC(C#N)=Cc1ccc(N2CCOCC2)cc1
  3%, -21, -6%, -13%, ?, i, 12%, -8%, 2%
- COc1ccc(N2C(=O)C(=O)N(c3ccc(OC)cc3)P2(=O)N(CCCl)CCCl)cc1
  2%, -22, 1%, i, -7%, i, -4%, -15%, 5%
- CN1CCN(c2ncnc3c2cnn3C)CC1
  -10%, -23, 3%, i, 8%, i, 0%, -3%, 18%
- COc1ccc(OC(=O)N(C)C[C@@H]2OCc3cnnn3CCCC(=O)N([C@@H](C)CO)C[C@@H]2C)cc1
  -4%, 1, 10%, -21%, 0%, i, 2%, -1%, 1%
- CCOC(=O)CC1c2ccccc2-n2nncc2CN1CC1CCCCC1 (centres undefined)
  ?, -15, -11%, -9%, 7%, i, 0%, 21%, 5%
- CCC(=NCC1CCCO1)c1c(O)n(-c2ccc(Cl)cc2)c(=O)[nH]c1=O (centres undefined)
  11%, -14, -13%, i, -10%, i, -2%, 20%, 3%
- Cc1cc(C(=O)CN2CCCC2)c(C)n1-c1ccc(F)cc1
  12%, 2, 10%, -20%, 4%, i, 13%, 8%, 7%

Some values from above.
Value of CCOc1cc(C=C2C(=O)NC(=S)NC2=O)ccc1O under GLP-1R agonist: -1%
Value of COC(=O)C1=C(c2ccc(-c3ccccc3)c(F)c2)C[C@@H]2CC[C@H]1N2C(=O)N1CCOCC1 under PTHR1 agonist: -45%[inhibitor]
